TTR transcr act = TTR transcription activation, primary screen | 92,000 tested, 1.3% active | activation, % at 16.7 µM | SH-SY5Y TTR promoter Gaussia luciferase, luminescence; 100% = recombinant luciferase protein wells | AID 1117267;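 active = activation above the mean of all tested compounds plus 3 SD, cut at about 9.5% in these data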;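 note: cells exposed to compounds for one day before reading; 0% = median of all test compound wells on the plate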
An asterisk follows results filed as active. These rows are one share of the data; count on the stated rates, not on these rows.

Sample of the layout, 16 compounds:
SMILES | TTR transcr act
CC(=O)c1c(C(C)=O)c(C)n(NC(=O)c2ccccc2O)c1C | -0.2
COCCn1c(-c2ccc(F)cc2)nc2oc3cc(OC)ccc3c(=O)c2c1=O | 0.3
Cc1nc2c(C(=O)NCCC3=CCCCC3)c[nH]n2c(=O)c1Cl | -1.9
Cc1ccc(C(c2nnnn2CCC(C)C)N2CCN(C)CC2)cc1 (stereo not drawn) | -0.5
Cc1nnc2n(-c3ccccc3)c(=O)c3c4c(sc3n12)CC(C)CC4 (stereo not drawn) | 3.6
Cc1ccccc1N1C(=O)c2ccccc2NC1c1ccncc1 (stereo not drawn) | -1.6
O=Nc1ccc(O)c2ncccc12 | -4.8
Cc1ccc(S(=O)(=O)Nc2ccc(O)c(Sc3ncn[nH]3)c2)cc1 | 2.5
Cc1ccc(NS(=O)(=O)c2cccs2)nc1 | 4.3
CN(C(=O)CCN1C(=O)C2C3C=CC(C3)C2C1=O)c1ccccc1 (stereo not drawn) | -0.6
Nc1nonc1C(=O)NCCNc1ncccc1[N+](=O)[O-] | 0.3
Cc1ccc(NC(=O)C2CCN(S(=O)(=O)c3c(C)n[nH]c3C)CC2)c(C)c1 | 0.3
COc1ccc(C2=NN(c3nc(-c4ccccc4)c(CC(=O)O)s3)C(c3ccco3)C2)cc1 (stereo not drawn) | -0.6
COc1ccc(C(=O)c2ccc(CC#N)s2)cc1 | -2.9
Cc1ccc(-c2noc(CCC(=O)NCc3ccc4c(c3)OCO4)n2)cc1 | 0.5
Cc1cc(C)n(-c2nc3ccccc3nc2N2CCCCCC2)n1 | 4.6

The list itself, repeating the preview:
SMILES | TTR transcr act
CC(=O)c1c(C(C)=O)c(C)n(NC(=O)c2ccccc2O)c1C | -0.2
COCCn1c(-c2ccc(F)cc2)nc2oc3cc(OC)ccc3c(=O)c2c1=O | 0.3
Cc1nc2c(C(=O)NCCC3=CCCCC3)c[nH]n2c(=O)c1Cl | -1.9
Cc1ccc(C(c2nnnn2CCC(C)C)N2CCN(C)CC2)cc1 (stereo not drawn) | -0.5
Cc1nnc2n(-c3ccccc3)c(=O)c3c4c(sc3n12)CC(C)CC4 (stereo not drawn) | 3.6
Cc1ccccc1N1C(=O)c2ccccc2NC1c1ccncc1 (stereo not drawn) | -1.6
O=Nc1ccc(O)c2ncccc12 | -4.8
Cc1ccc(S(=O)(=O)Nc2ccc(O)c(Sc3ncn[nH]3)c2)cc1 | 2.5
Cc1ccc(NS(=O)(=O)c2cccs2)nc1 | 4.3
CN(C(=O)CCN1C(=O)C2C3C=CC(C3)C2C1=O)c1ccccc1 (stereo not drawn) | -0.6
Nc1nonc1C(=O)NCCNc1ncccc1[N+](=O)[O-] | 0.3
Cc1ccc(NC(=O)C2CCN(S(=O)(=O)c3c(C)n[nH]c3C)CC2)c(C)c1 | 0.3
COc1ccc(C2=NN(c3nc(-c4ccccc4)c(CC(=O)O)s3)C(c3ccco3)C2)cc1 (stereo not drawn) | -0.6
COc1ccc(C(=O)c2ccc(CC#N)s2)cc1 | -2.9
Cc1ccc(-c2noc(CCC(=O)NCc3ccc4c(c3)OCO4)n2)cc1 | 0.5
Cc1cc(C)n(-c2nc3ccccc3nc2N2CCCCCC2)n1 | 4.6
O=C(CN1CCC(NC(=O)c2ccccc2Cl)CC1)NCc1ccco1 | -0.1
Cc1ccc(S(=O)(=O)Nc2nc3ccccc3s2)cc1 | 0.5
Cc1cc(C)n(-c2nc3ccccc3c3nc(C)nn23)n1 | -0.1
O=C(NNC(=O)c1ccc(-n2cncn2)c([N+](=O)[O-])c1)c1ccccc1 | -1.4
Cc1ccsc1/C=N/NC(=O)c1ccncc1 | 0.6
Cc1ccc2c(c1)[C@H]1[C@H](CO2)[C@H](c2ccccc2)[C@]2(C)C(=O)Nc3ccccc3C(=O)N12 | 2.5
COc1ccc(N2CCN(Cc3nc(N)nc(Nc4ccc(C)c(Cl)c4)n3)CC2)cc1 | -3.9
CC(=O)Nc1ccc(S(=O)(=O)N2CCN=C2SCc2cccnc2)cc1 | -1.1
Cc1nc(N/N=C/c2ccc(Br)cc2)cc(N2CCOCC2)n1 | -1.7
CCOC(=O)C1=CN(CC)S(=O)(=O)NC1c1cccc(OC)c1 (stereo not drawn) | -0.4
COc1cc(/C=N/N(C)C)ccc1OC(=O)c1cccs1 | 0.9
COC(=O)c1ccc2c(c1C(=O)OC)CN(S(=O)(=O)C(C)(C)C)[C@@H]2CCO | 0.8
O=C(Nc1cccc(-c2nc3cccnc3s2)c1)c1cccnc1Cl | -3.3
Nc1ncnc2nc(-c3ccccc3)[nH]c12 | 2.5
O=C(NCCc1ccccc1)OCc1cn(Cc2cc(F)ccc2F)nn1 | 1.4
COCOCCn1cc(CN2CCS(=O)(=O)N(Cc3ccc(-c4ccc(F)nc4)cc3)C(CC(C)C)C2=O)nn1 (stereo not drawn) | -1.8
CCN1C(=O)C(CC(=O)NCCc2ccccc2)N(NC(=O)c2ccc(Br)cc2)C1=S (stereo not drawn) | 1.5
Cc1cc(NC(=O)CSc2nc(C(C)(C)C)nc3ccccc23)no1 | -1.4
CCOc1cc(C2NC(=O)NC(C)=C2C(=O)OC(C)CC)cc(Br)c1O (stereo not drawn) | 2.4
COc1cc(/C=N\NC(=O)c2ccc(C)nc2)ccc1OC(=O)c1ccco1 | 1.2
O=C(CCn1c(=S)[nH]c2ccccc2c1=O)N1CCOCC1 | 0.1
O=c1[nH]c(=O)n(CCc2ccc(F)cc2)c(O)c1C=NCc1ccc2c(c1)OCO2 | 1.0
Cc1cc(C)c(S(=O)(=O)N2CCN(C(=O)C(C)Cn3cncn3)CC2)c(C)c1 (stereo not drawn) | 0.9
O=C(NNc1nc(N2CCOCC2)nc(N2CCOCC2)n1)c1ccccc1 | 23*
COc1cc(C(=O)N/N=C/c2ccsc2C)cc(OC)c1OC | -1.8
O=C1COc2ccccc2C(c2nc3ccccc3[nH]2)N1C1CC1 (stereo not drawn) | 0.1
Cc1cccc2sc(NC(=O)C3CSC4(C)CCC(=O)N34)nc12 (stereo not drawn) | 1.6
CCCCNC(=O)Cn1cnc2c(cnn2-c2ccc(C)c(C)c2)c1=O | 2.4
c1ccc(C2Nc3ccccc3Oc3ccccc32)cc1 (stereo not drawn) | 1.7
CC(C)N(Cc1ccccc1)C(=O)CC(=O)N(Cc1ccccc1)C(C)C | -1.1
Cc1ccc(S(=O)(=O)CCC(=O)Nc2ccc3c(c2)OCO3)cc1 | -1.4
O=C(Nc1ccc(Cl)cc1)N1CCc2ccccc2C1 | -2.7
C/C=C/c1ccc(OCC(=O)Nc2cc(C(F)(F)F)ccc2N2CCOCC2)c(OC)c1 | 0.2
CCOC(=O)Cn1c2ccccc2c2nc3ccccc3nc21 | 1.8
Cc1onc(-c2ccccc2Cl)c1C(=O)Oc1cccc2cccnc12 | -1.5
O=C(CN(C(=O)CNC(=O)c1ccco1)c1ccc(F)c(Cl)c1)NC1CCCCC1 | 3.1
CC(=O)c1c(COC(=O)c2ccc(Cl)cc2)nc2ccccc2[n+]1[O-] | 0.1
COc1cc(-c2cc(N)n(S(=O)(=O)c3ccccc3)n2)cc(OC)c1OC | -0.5
Clc1ccc(OCCOc2ccc(Br)nc2Br)c(Cl)c1 | 0.9
CCCn1nc(C(=O)NNC(=O)c2cccc(C)c2)c2ccccc2c1=O | 1.2
COc1ccc(/C(O)=C2/C(=O)C(=O)N(CCCN(C)C)C2c2ccccc2)cc1OC (stereo not drawn) | 0.7
CSc1nsc(NC(=O)Nc2ccccc2)n1 | -2.8
Cc1c(NC(=O)Nc2ccccc2)cccc1[N+](=O)[O-] | -1.4
CCc1c(C)nc2ncnn2c1N1CCCC(C(=O)Nc2ccc(NC(C)=O)cc2)C1 (stereo not drawn) | -3.0

The list continues:
SMILES | TTR transcr act
O=[N+]([O-])c1cccc(N2Cc3ccccc3C2)c1 | -2.1
O=C(/C=C/c1ccco1)N1CCN(c2ccc(F)cc2)CC1 | 2.0
O=C(CN1C(=O)NC2(CCCCC2)C1=O)NCCCSc1ccccc1 | 1.0
CCc1cc(C)cc(OCCNC(=O)c2ncn[nH]2)c1 | -0.5
O=C1c2oc3ccc(F)cc3c(=O)c2C(c2ccccc2)N1CC1CCCO1 (stereo not drawn) | -0.9
CC1CCc2cc(F)ccc2N1C(=O)CSc1nnc2c(n1)[nH]c1ccc(F)cc12 (stereo not drawn) | -0.7
Cc1cc(C)n(-c2ccc(C(=O)OCC(=O)Nc3ccc(S(N)(=O)=O)cc3)cc2)n1 | 0.1
CCOc1ccc(/C=C(/NC(=O)c2ccc(Cl)cc2)C(=O)O)cc1OCC | -0.5
Cc1ccc(-n2c(N)c(C(=O)NCc3ccco3)sc2=S)cc1 | 1.3
COc1cccc(/C=N/Nc2ccc(S(=O)(=O)Nc3ccccc3C(=O)O)cc2[N+](=O)[O-])c1O | -2.6
Cc1cccc(NC(=O)c2nc[nH]c2C(=O)Nc2ccccc2[N+](=O)[O-])c1 | 1.2
O=C(c1ccc(-n2cccc2)cc1)N1CCCCC1 | -1.4
Brc1cc2c(cc1Cn1c(-c3cncs3)nc3ccccc31)OCO2 | -3.1
COc1ccc(Cn2c(=O)oc3ccccc32)cc1OC | -2.6
Cc1ccc(CNC(=O)CCNS(=O)(=O)c2ccc(C)cc2)cc1 | 1.8
CCNC(=S)N/N=C/c1c(Cl)cccc1Cl | -0.3
CC(Oc1cccc(Cl)c1)C(=O)N1CCN(c2ncccn2)CC1 (stereo not drawn) | 1.0
O=C(COc1ccccc1)Nc1ccc(N2CCN(C(=O)c3cccs3)CC2)cc1 | 1.3
COc1ccc(NC(=O)CN(C)CC(=O)Nc2ccc(Cl)c(S(=O)(=O)N(C)C)c2)cc1 | 2.9
CS(=O)(=O)N1CC(C(=O)NN)Oc2ccc(Cl)cc21 (stereo not drawn) | 1.4
CC(NCc1ccc(-c2ccccc2)cc1)C(O)c1ccccc1 (stereo not drawn) | -3.0
N=c1c(-c2nc3ccccc3[nH]2)cc(C(=O)c2ccco2)nn1-c1ccccc1 | 4.0
O=C(CCc1nc2ccccc2c(=O)[nH]1)N1CCN(S(=O)(=O)c2cccc(F)c2)CC1 | -0.9
CCOc1ccc(N(CC(=O)NC2CCCCC2)S(=O)(=O)c2ccccc2)cc1 | -1.3
COC(=O)CSc1nnc(CNc2ccc(Cl)cc2)n1-c1ccccc1 | -2.0
CSc1ccc(-c2csc(N3CCC(C(N)=O)CC3)n2)cc1 | 0.7
C[C@@H]1CN([C@@H](C)CO)C(=O)c2cc(Br)cnc2O[C@H]1CN(C)Cc1ccccc1C(=O)O | -0.4
O=C(NCc1cccs1)c1noc2c1CCCC2 | 1.1
Nc1cnccc1Oc1cccc(C(F)(F)F)c1 | -0.6
CC(C)(C)[C@H]1COC(=O)CC/C=C\C[C@H](CC(=O)N(CCO)Cc2ccccc2)C(=O)N1 | 7.7
COC(=O)C1=C(N)OC2=C(C(=O)CCC2)C1c1ccccc1OC (stereo not drawn) | 5.7
Cc1ccc(C)c2nc(SCC(=O)N3CCCc4ccccc43)c(C#N)cc12 | -1.1
O=C1NC(Cc2ccccc2)c2nc3ccccc3c(=O)n2-c2cc3ccccc3cc21 (stereo not drawn) | -2.9
CC(C(=O)NC1CCCC1)N(Cc1ccc2c(c1)OCO2)C(=O)c1snc(C(N)=O)c1N (stereo not drawn) | 2.7
CCc1nnc(NC(=O)C2=CCN(S(=O)(=O)c3ccccc3)CC2)s1 | 1.3
CC1CCN(C(=O)c2ccc3c(c2)OCO3)CC1 | 1.1
Cc1nc2ccccc2nc1-c1ccc([N+](=O)[O-])cc1 | 1.3
O=C1C(=O)N(Cc2ccc(-c3ccccc3)cc2)c2ccc(OC(F)(F)F)cc21 | -3.1
Cn1c(N)c(C(=O)CSc2nnc(C3CC3)n2Cc2ccccc2)c(=O)n(C)c1=O | 0.8
CCOC(=O)C1=C(N)OC2=C(C(=O)CCC2)C1c1ccccc1OC (stereo not drawn) | 6.1
O=c1c2[nH]c3cccc(Cl)c3c2ncn1CC1CCCO1 (stereo not drawn) | 0.6
CCS(=O)(=O)c1ccc(-c2csc(-c3ccccc3)n2)c(Cl)c1Cl | -6.0
CSc1cc(-c2ccco2)oc1C(=O)c1ccco1 | -1.0
Cc1ccc(C(=O)Nc2nnc(S(=O)(=O)N3CCCCCC3)s2)cc1 | -0.5
COc1ccc(CN(CC(=O)NCc2ccccc2)C(=O)c2csnn2)cc1 | -1.1

Part of the list above, set out differently:
Cn1c(N)c(C(=O)CSc2nnc(C3CC3)n2Cc2ccccc2)c(=O)n(C)c1=O
  TTR transcr act = 0.8
CSc1cc(-c2ccco2)oc1C(=O)c1ccco1
  TTR transcr act = -1.0

(list continues)
SMILES | TTR transcr act
Cc1ccc(C)c(NC(=O)c2ccc(N(C)S(C)(=O)=O)cc2)c1 | -0.8
Cc1ccc(CCc2nnc(SCC(=O)Nc3ccccc3Cl)n2-c2ccccc2)o1 | 0.1
Cc1cc(C(=O)CSc2nc(N)cc(N)n2)c(C)n1-c1cccc(C(F)(F)F)c1 | 0.0
Cc1ccc(OCCN2C(=O)c3ccccc3C2=O)c([N+](=O)[O-])c1 | 1.0
CCOC(=O)[C@@]12CCCC=C1N(CCc1ccc(Cl)cc1)C(=O)[C@H]2CC(=O)NCCc1ccccc1OC | -2.3
C#CCN(C(=O)C1CCC(=O)N(CCc2cccc(F)c2)C1)C1CCCCC1 (stereo not drawn) | 4.1
Cn1nccc1C(=O)N1CCN(c2ccccc2Cl)CC1 | 0.3
CSc1nnc2c(=O)[nH]c(=O)n(C)c2n1 | -0.6
CCOC(=O)c1cnn(-c2ccccc2)c1NC(=O)c1ccccc1 | -1.1
Nn1c(SCc2c(F)cccc2F)nnc1-c1ccccn1 | 1.5
O=C(CCNC(=O)c1ccccc1Cl)NCC(c1ccco1)N1CCCC1 (stereo not drawn) | 0.1
CC1CC(C)CN(S(=O)(=O)c2cccc(C(=O)OCCN3CCCC3=O)c2)C1 (stereo not drawn) | -2.3
CN(C(=O)CCc1nc2ccccc2c(=O)[nH]1)C1CCS(=O)(=O)C1 (stereo not drawn) | 1.9
CN(C)C(=O)C#Cc1ccccc1 | 0.3
C(=NN=C1c2ccccc2-c2ccccc21)c1ccc2c(c1)OCO2 | -0.9
COc1ccc(-c2csc(N(CC3CCCO3)C(=O)c3ccc(C)cc3)n2)cc1 (stereo not drawn) | -0.9
CCOC(=O)C(=O)NN=C(c1ccccc1)c1ccccc1 | -0.4
COc1cnc(-c2ccccc2)c(-c2ccccc2)n1 | -2.8
CC(C(=O)NCCN1CCOCC1)c1ccc([N+](=O)[O-])cc1 (stereo not drawn) | 6.5

Source: PubChem BioAssay (The Scripps Research Institute Molecular Screening Center)
